telomere uncapping – survival after telomere uncapping, modulators, primary screen, cell-based (AID 1259312). HCT116 + Ad-hTR-mut, survival, MTT, 5 d; active compounds read high. fold change at 10 µM. hit rate 4.5% among 4,500;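 active means cell survival measured by absorbance rises more than 2.5-fold over infected cells without compound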;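 further: virus expresses mutant telomerase RNA that uncaps telomeres and kills cells; compound added 2 days after infection so exposure lasts 3 days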
The depositor's hits bear a star. The list is partial; rates above refer to the full screens.

What do the screens show for `Cc1c(C#N)c(O)n(CCO)c(=O)c1N=Nc1cc(S(=O)(=O)O)ccc1Cl`?
telomere uncapping: inactive

What do the screens show for `Cc1cc(C)c(C2C(C#N)=C(N)SC(N)=C2C#N)c(C)c1`?
telomere uncapping: -1.2

Results for COc1ccc(N/C=C(\C#N)C(N)=S)cc1OC ?
telomere uncapping: -3.7

Results for Cc1cc(C)n(C(=O)c2nn(C)cc2[N+](=O)[O-])n1 ?
telomere uncapping: 1.6

What do the screens show for `O=S(=O)(Nc1nc2ccccc2s1)c1ccccc1`?
telomere uncapping: 1.2

Results for O=C1N[C@H](C(=O)O)CS1 ?
telomere uncapping: -1.7

How did CCSC(C)c1nc(N)nc(Nc2ccccc2OC)n1 (stereo not drawn) do in these assays?
telomere uncapping: -1.1

Results for Cc1cc(C)nc(SCc2nc3ccccc3nc2C)n1 ?
telomere uncapping: -1.2

What do the screens show for `Cc1nc(C(N)=O)c(N)n1C`?
telomere uncapping: -1.2

What do the screens show for `O=C(O)/C=C/C(=O)NN1C(=O)c2ccccc2C1=O`?
telomere uncapping: -1.4

What do the screens show for `CC(=O)Nc1sc2c(c1C(N)=O)CCCCC2`?
telomere uncapping: 1.1

How did Cc1cc(C)c(CSc2ccc(Br)cc2)cc1C=C(C#N)C#N do in these assays?
telomere uncapping: -2.6

How did NCCCCn1ccnc1 do in these assays?
telomere uncapping: 3*

What do the screens show for `O=C(O)C1CCCN1S(=O)(=O)c1cccs1` (stereo not drawn)?
telomere uncapping: -1.3

Results for O=C(Nc1ccc2c(c1)OCCO2)C1CC(=O)N(C2CCCCC2)C1 (stereo not drawn) ?
telomere uncapping: -1.3

What do the screens show for `O=C(O)Cn1cc([N+](=O)[O-])nc1Cl`?
telomere uncapping: -1.1

Results for CC(=O)Nc1sc(C)c(C)c1C(N)=O ?
telomere uncapping: -1.9

How did O=[N+]([O-])c1ccc(SCCO)c2ncccc12 do in these assays?
telomere uncapping: 1.5

What do the screens show for `O=[N+]([O-])c1cc2c(c([N+](=O)[O-])c1)C=Cc1cc(Cl)ccc1O2`?
telomere uncapping: -1.3

Results for CC1=C/C(=C(\c2cc(C)c(O)c(C(=O)O)c2)c2ccccc2S(=O)(=O)O)C=C(C(=O)O)C1=O ?
telomere uncapping: 1.3

What do the screens show for `Cc1ccc(S(=O)(=O)Nn2cnnc2)cc1`?
telomere uncapping: -1.4

Results for CCOC(=O)C1=C(C)NC(=S)NC1c1ccc(C)s1 (stereo not drawn) ?
telomere uncapping: -2.5

What do the screens show for `CSc1ccc(C2C(C#N)=C(N)Oc3n[nH]c(C(C)(C)C)c32)cc1` (stereo not drawn)?
telomere uncapping: -1.8

Results for CCOC(=O)CC[C@@H](C)[C@H]1CC[C@H]2[C@@H]3CC[C@@H]4C[C@H](O)CC[C@]4(C)[C@H]3C[C@H](O)[C@]12C ?
telomere uncapping: -2.1

Results for OCc1ccc(-c2ccc(Cl)cc2Cl)o1 ?
telomere uncapping: 1.4

Results for CN(C)/C=C1\C(=O)N(c2nc3ccccc3s2)N=C1C(F)(F)F ?
telomere uncapping: 1.8

How did Cn1c(=O)[nH]c2ccccc2c1=O do in these assays?
telomere uncapping: -1.1

Results for Nc1cc(=O)[nH]c(SCc2ccc(F)c3ccccc23)n1 ?
telomere uncapping: inactive

Results for CC(=O)c1c(C)cc(C)c(CSc2nnc(-c3ccco3)o2)c1C ?
telomere uncapping: -1

What do the screens show for `CCCCCCCCCCCCS/C=C/C(=O)O`?
telomere uncapping: -1.5

What do the screens show for `Cc1cc(/C=N/O)c(S(C)(=O)=O)s1`?
telomere uncapping: -1.5

What do the screens show for `N#CC1=C(N)Oc2n[nH]c(-c3ccccc3)c2C1c1cccc(Cl)c1Cl` (stereo not drawn)?
telomere uncapping: 1.2

How did O=c1[nH]c2ccc(S(=O)(=O)N3CCCC3)cc2s1 do in these assays?
telomere uncapping: -1

What do the screens show for `Cn1c(=O)c(=O)n(C)c2cc([N+](=O)[O-])ccc21`?
telomere uncapping: -1.1

What do the screens show for `Clc1ccc(NCn2nnc3ccccc32)cc1Cl`?
telomere uncapping: -1.2

Results for Cc1ccc(/C=C(/C#N)C(N)=O)o1 ?
telomere uncapping: -1.3

How did CSc1nc2n(n1)C(c1ccc(Cl)cc1)C=C(c1ccccc1)N2 (stereo not drawn) do in these assays?
telomere uncapping: inactive

Results for CCOC(=O)Cc1csc(NC(=O)CC(C)(C)C)n1 ?
telomere uncapping: -2.6

How did Cc1cc(C(F)(F)F)n2ncc(C(=O)O)c2n1 do in these assays?
telomere uncapping: -1.1

How did CC(C)C1=CC2=CCC3C(C)(C(=O)O)CCC[C@]3(C)C2CC1 (stereo partly drawn) do in these assays?
telomere uncapping: -1.4

What do the screens show for `Cc1n[nH]c(=O)nc1NCCN(C)C`?
telomere uncapping: -1.7

How did O=S(=O)(N1CCCCC1)N1CCN(c2ccccc2F)CC1 do in these assays?
telomere uncapping: -1.3

What do the screens show for `CCC(CC)N=C1NS(=O)(=O)c2ccccc21`?
telomere uncapping: inactive

Results for O=C1NC(=O)/C(=C/c2ccc3c(c2)OCO3)S1 ?
telomere uncapping: -1.7

Results for COC(=O)C1=c2s/c(=C/c3ccncc3)c(=O)n2C(c2ccncc2)C(C#N)=C1N (stereo not drawn) ?
telomere uncapping: 1.3

Results for COc1ccc(/C=C2/SC(=S)NC2=O)cc1COc1ccc(I)cc1 ?
telomere uncapping: -1.9

Results for Cc1ccc2c(c1)c1c3n2CCN(CCC#N)C3CCC1 (stereo not drawn) ?
telomere uncapping: -1.8

What do the screens show for `Cc1ccc(C2=NOC(=O)/C2=C\c2ccc(C(C)C)cc2)cc1[N+](=O)[O-]`?
telomere uncapping: -1.2

What do the screens show for `C(=Nc1c2ccccc2nc2ccccc12)c1cccc2c1OCOC2`?
telomere uncapping: -15

How did Cn1c(=S)n(CCSc2nc3ccccc3n2C2CCCCC2)c2ccccc21 do in these assays?
telomere uncapping: -2.2

Of the compounds above, these have an aryl thioether with sulfur outside any ring:
Results for Cc1cc(C)nc(SCc2nc3ccccc3nc2C)n1 ?
telomere uncapping: -1.2

How did Cc1cc(C)c(CSc2ccc(Br)cc2)cc1C=C(C#N)C#N do in these assays?
telomere uncapping: -2.6

How did O=[N+]([O-])c1ccc(SCCO)c2ncccc12 do in these assays?
telomere uncapping: 1.5

What do the screens show for `CSc1ccc(C2C(C#N)=C(N)Oc3n[nH]c(C(C)(C)C)c32)cc1` (stereo not drawn)?
telomere uncapping: -1.8

Results for Nc1cc(=O)[nH]c(SCc2ccc(F)c3ccccc23)n1 ?
telomere uncapping: inactive

Results for CC(=O)c1c(C)cc(C)c(CSc2nnc(-c3ccco3)o2)c1C ?
telomere uncapping: -1

How did CSc1nc2n(n1)C(c1ccc(Cl)cc1)C=C(c1ccccc1)N2 (stereo not drawn) do in these assays?
telomere uncapping: inactive

How did Cn1c(=S)n(CCSc2nc3ccccc3n2C2CCCCC2)c2ccccc21 do in these assays?
telomere uncapping: -2.2

Next part:
What do the screens show for `CC(C)(C)C(=O)Nc1c[nH]c(=O)[nH]c1=O`?
telomere uncapping: -1.3

What do the screens show for `c1ccc(-c2cnc(SCc3nc4ccccc4[nH]3)[nH]2)cc1`?
telomere uncapping: -1.1

How did Cc1cc(=O)oc2c(CN(CC(=O)O)CC(=O)O)c(O)ccc12 do in these assays?
telomere uncapping: -3.7

What do the screens show for `C=C1CC/C=C(\C)CC[C@@H]2[C@@H]1CC2(C)C`?
telomere uncapping: 1.5

What do the screens show for `O=C1c2ccccc2-c2n[nH]c3cccc1c23`?
telomere uncapping: -1.3

Results for CCOc1ccc(OCC)c(C2C(C#N)=C(N)SC(N)=C2C#N)c1 ?
telomere uncapping: 1.1

Results for O=S(=O)(Cc1ccccc1)N1CCC(Cc2ccccc2)CC1 ?
telomere uncapping: -1.6

How did CN(C)c1ccc(/C=C2/SC(=S)NC2=O)cc1 do in these assays?
telomere uncapping: 2.2

How did N#Cc1c2c(c(Cl)n3c1nc1ccccc13)CCCC2 do in these assays?
telomere uncapping: -14

How did Cc1nnc(SCC(=O)NC2CCCCC2)s1 do in these assays?
telomere uncapping: -1.5

How did O=C(N=Nc1c(O)[nH]c2ccccc12)c1cc(-c2ccco2)[nH]n1 do in these assays?
telomere uncapping: inactive

How did O=c1c(C=NCc2cccnc2)c(C(F)(F)F)[nH]n1-c1nc2ccccc2s1 do in these assays?
telomere uncapping: inactive

How did Nc1ccc2nn(-c3ccccc3)nc2c1 do in these assays?
telomere uncapping: 1.7

How did c1cc2c3c(cccc3c1)NC1(CCCCCC1)N2 do in these assays?
telomere uncapping: -1.4

How did CCCCC(=O)O[C@]1(C(=O)CO)CC[C@H]2[C@@H]3CCC4=CC(=O)CC[C@]4(C)[C@H]3[C@@H](O)C[C@@]21C do in these assays?
telomere uncapping: 1.1

How did C=CCN(CC=C)S(=O)(=O)c1cc(Cl)ccc1Cl do in these assays?
telomere uncapping: -1.1

How did N#CC(C#N)=CNc1cc(Cl)ccc1Cl do in these assays?
telomere uncapping: -1.3

How did O=C(/C=C/c1ccc(O)c(O)c1)O[C@@H]1CC(O)(C(=O)O)CC(O)C1O (stereo partly drawn) do in these assays?
telomere uncapping: 1.4

Results for Cc1cc2c(cc1S(=O)(=O)NCC1CC3CCC1C3)NC(=O)CO2 (stereo not drawn) ?
telomere uncapping: -2.9

What do the screens show for `CCCCCC(C)(C)c1ccc(O)c(Sc2cc(C(C)(C)CCCCC)ccc2O)c1`?
telomere uncapping: -1.4

What do the screens show for `CCCc1cc(=O)oc2cc(O)cc(O)c12`?
telomere uncapping: 1

How did S=c1n(CN2CCOCC2)nnn1C1CCCCC1 do in these assays?
telomere uncapping: 1

How did N#Cc1cnn2cc(-c3[nH]ncc3[N+](=O)[O-])cnc12 do in these assays?
telomere uncapping: 3.7*

Results for O=[N+]([O-])c1ccc(NCCc2cccs2)nc1 ?
telomere uncapping: 2.6*

How did O=C(O)[C@@H]1CSCN1 do in these assays?
telomere uncapping: -1

How did O=c1c(O)c(-c2cccnc2)oc2ccc(Cl)cc12 do in these assays?
telomere uncapping: -1.3

Results for O=C(O)Cc1c[nH]c2ccc(O)cc12 ?
telomere uncapping: -1.6

How did Clc1nc2ccccc2cc1C=Nc1ccc(Br)cc1 do in these assays?
telomere uncapping: 4*

How did Fc1ccc(C=Nc2cc(Cl)cc(Cl)c2)cc1 do in these assays?
telomere uncapping: -1.5

What do the screens show for `O=c1c2ccccc2ncn1-c1ccc2c(c1)oc1ccccc12`?
telomere uncapping: -1.4

How did COc1ccc(NS(C)(=O)=O)c(OC)c1 do in these assays?
telomere uncapping: -1.9

Results for CCOC(=O)CN(C(C)=O)c1nonc1N ?
telomere uncapping: -1

How did COCc1c(C)cc(C)c(/C=N/O)c1C do in these assays?
telomere uncapping: -1.4

Results for O=Cc1cn(CC(=O)O)nc1-c1ccccc1 ?
telomere uncapping: -1.3

Results for CCCCc1ccc(C(C2C(=O)CC(C)(C)CC2=O)C2C(=O)CC(C)(C)CC2=O)s1 ?
telomere uncapping: 1.8

What do the screens show for `CC1(C)OC[C@@H]([C@@H]2OC(=O)C(O)=C2O)O1`?
telomere uncapping: -2.2

How did Brc1ccc(-c2csc(Nc3ccccc3)n2)cc1 do in these assays?
telomere uncapping: -2

Results for COc1cc2ccc(=O)oc2c(O)c1OCC=C(C)C ?
telomere uncapping: -1.2

How did Cc1ccc(-c2c(C#N)c(N)nc3c2CCCCC3)s1 do in these assays?
telomere uncapping: -2.7

How did O=S(=O)(c1cc(Cl)ccc1Cl)N1CCN(Cc2ccc3c(c2)OCO3)CC1 do in these assays?
telomere uncapping: -1.1

How did Nc1nnc(SCc2csc(C=O)c2)s1 do in these assays?
telomere uncapping: -1.2

What do the screens show for `O=C1NCCCCC1NC1CC(=O)N(c2ccc(Br)cc2)C1=O` (stereo not drawn)?
telomere uncapping: -1

Results for O=C(N=Nc1c(O)[nH]c2ccc(Br)cc12)c1sc2ccccc2c1Cl ?
telomere uncapping: inactive

What do the screens show for `Cc1cc(=O)oc2c1c(C)nn2-c1ccc(Cl)cc1`?
telomere uncapping: -1.7

What do the screens show for `C/C(=N/NC(=O)Cc1cccs1)c1ccco1`?
telomere uncapping: -1.2

Results for O=C1NC(=O)N(C2CCCCC2)C(=O)/C1=C/N1CCc2ccccc21 ?
telomere uncapping: 2

What do the screens show for `O=[N+]([O-])c1ccc(N2CCCC2)cc1NCCCN1CCOCC1`?
telomere uncapping: -1.2

Results for CC(C)(C)Sc1ccc(Sc2ccc([N+](=O)[O-])cc2[N+](=O)[O-])s1 ?
telomere uncapping: -1.6

What do the screens show for `O=[N+]([O-])c1ccc(N=Cc2ccco2)c(O)c1`?
telomere uncapping: 1.9

Results for Cc1cc(N2CCOCC2)n2c(nc3ccccc32)c1C#N ?
telomere uncapping: -1.2

What do the screens show for `COc1cc(NC(=O)CCC(=O)OC(C)C)nc(OC)n1`?
telomere uncapping: 1

What do the screens show for `CN(Cc1cc(Br)cc(Br)c1N)C1CCCCC1`?
telomere uncapping: -1.4

How did O=c1[nH]nc(CSCc2csc(-c3ccccc3)n2)[nH]1 do in these assays?
telomere uncapping: inactive

How did CC(C)(C)Sc1ccc(SC(C)(C)C)s1 do in these assays?
telomere uncapping: -2.6

Results for CN1C(=O)COc2ccc(S(=O)(=O)N3CCOCC3)cc21 ?
telomere uncapping: -1

Results for CCc1ccc(C2C(C#N)=C(N)OC(C)=C2C(=O)OC)s1 (stereo not drawn) ?
telomere uncapping: -5.2

Results for O=[N+]([O-])c1ccc(N2CCN(c3ccc([N+](=O)[O-])cc3Cl)CC2)c(Cl)c1 ?
telomere uncapping: 1.5

What do the screens show for `Cc1oc(=O)oc1C`?
telomere uncapping: -1.3

What do the screens show for `O=S(=O)(Nc1ccccc1)c1ccc(F)cc1`?
telomere uncapping: -1.2

Results for CN(C(=S)SCc1cccs1)c1ccccc1 ?
telomere uncapping: -2.8

What do the screens show for `O=C(Nc1ccc(S(=O)(=O)NCC2CCCO2)cc1)C1CC(=O)N(c2ccc(F)cc2)C1` (stereo not drawn)?
telomere uncapping: -2

What do the screens show for `O=c1cc[nH]c(=S)[nH]1`?
telomere uncapping: -1.2

Results for CN(C)S(=O)(=O)NCc1ccccc1 ?
telomere uncapping: -2.1

Results for Cn1c(CC(O)C(Cl)(Cl)Cl)nc2ccccc21 (stereo not drawn) ?
telomere uncapping: -1.3

What do the screens show for `COC(=O)Cn1c(=O)c2ccccc2n(CC(=O)OC)c1=O`?
telomere uncapping: -1.3
